# HCMV antiviral: blocks human cytomegalovirus replication; HFF cells, HCMV-luciferase reporter, 72 h; hits give low values; activity change, negative = inhibition, % at 57.5 µM; 410,000 compounds, 4.5% hits; AID 1259415; in the data active = activity change below about -60%; inconclusive = no clear call, values can overlap the other calls; inactive = above about -39%; also: % is scaled to controls: 0 for no effect and ±100 for the full control effect
#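 Compounds were evaluated in HFFs infected with an HCMV luciferase reporter virus (MOI 1 PFU/cell). Luciferase in lysates collected 72 h post infection served as the replication measure.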
# AMA1 RON2 block: disrupts binding of P. falciparum AMA1 to RON2; AID 720542; AlphaScreen AMA1-biotinylated RON2 peptide binding; 360,000 compounds, 0.2% hits; Potency, µM (titrated, usually from 58.2 µM), inactives show at the highest dose activity change, negative = inhibition, actives largely listed as inhibitors;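 also: potency is read from the fitted curve at half-maximal effect; 0% = vehicle wells and -100% = peptide control; nearly all actives have a fitted effect of over 45% in size; some results filed as inactive show a strong effect at the top dose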
#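 AMA1 (3D7) with his tag at 25 nM final met compounds first, then biotinylated RON2 peptide at 25 nM; detection used donor plus acceptor beads, 10 µg/mL apiece, read by AlphaScreen after 30 min at room temperature.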
# AmpC inh no detg: AmpC beta-lactamase inhibition without detergent. AmpC nitrocefin hydrolysis, absorbance 480 nm, 0.0001% Triton. Potency, µM (highest dose often 57.1 µM), without a hit: at the highest dose activity change, negative = inhibition, most hits filed as inhibitors. 330,000 compounds, 0.52% hits. AID 485341;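 also: potency is read from the fitted curve at half-maximal effect; plate controls were no compound for no effect and no enzyme for full effect; nearly all actives have a fitted effect of over 20% in size; some results filed as inactive show a strong effect at the top dose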
# Target sequence (P00811 whole entry, looked up): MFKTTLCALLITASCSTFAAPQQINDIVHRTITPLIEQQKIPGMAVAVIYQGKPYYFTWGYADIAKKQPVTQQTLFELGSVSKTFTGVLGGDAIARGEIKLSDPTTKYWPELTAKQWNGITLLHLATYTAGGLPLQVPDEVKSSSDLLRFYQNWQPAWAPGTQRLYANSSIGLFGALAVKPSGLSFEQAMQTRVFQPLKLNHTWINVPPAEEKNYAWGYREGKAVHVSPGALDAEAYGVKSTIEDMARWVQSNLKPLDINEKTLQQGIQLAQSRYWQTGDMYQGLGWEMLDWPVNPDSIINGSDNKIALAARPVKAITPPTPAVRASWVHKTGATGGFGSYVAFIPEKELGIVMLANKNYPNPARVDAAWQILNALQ
#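 AmpC (5.3 nM in the dispensed reagent) in 20 mM phosphate pH 7.0 with 0.01% (detergent screen) or 0.0001% Triton X-100 was preincubated with compounds for 15 min at room temperature. Nitrocefin was then added from an 800 uM solution, and hydrolysis was followed at 480 nm.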
# Shiga toxin inh: inhibitors of Shiga toxin in Vero cells. 290,000 compounds, 9.2% hits. Vero cells, Shiga toxin protein synthesis inhibition reporter. inhibition, % at 38.7 µM. AID 2315; in the data active = inhibition mostly above about 28%, no sharp cut-off; inactive = mostly below about 43%; also: 0% is about no effect
# FBPA Giardia inh: Giardia lamblia aldolase inhibition. 290,000 compounds, 0.71% hits. purified Giardia FBPA. Potency, µM (top dose mostly 59.6 µM), for inactives: top-dose activity, negative = inhibition, usual class: inhibitors. A8B2U2; also: potency is read from the fitted curve at half-maximal effect; % is scaled to controls: 0 for no effect and ±100 for the full control effect; nearly all actives have a fitted effect of over 55% in size
# Target sequence (A8B2U2 whole entry, looked up): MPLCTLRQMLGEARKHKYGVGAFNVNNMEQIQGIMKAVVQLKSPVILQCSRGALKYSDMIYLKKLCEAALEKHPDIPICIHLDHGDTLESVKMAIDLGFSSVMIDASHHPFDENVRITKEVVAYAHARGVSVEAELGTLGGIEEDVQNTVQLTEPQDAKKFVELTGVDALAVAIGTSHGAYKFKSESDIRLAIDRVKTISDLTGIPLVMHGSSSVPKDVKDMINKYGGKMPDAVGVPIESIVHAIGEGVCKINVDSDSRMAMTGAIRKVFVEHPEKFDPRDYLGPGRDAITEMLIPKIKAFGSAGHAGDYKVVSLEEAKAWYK
#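 Giardia FBPA (40 nM reagent) was preincubated 10 min at RT with compound (up to 57.5 uM final), then substrate plus GAPDH/TPI/NAD/arsenate coupling system with diaphorase/resazurin was added; resorufin fluorescence (525/598 nm) was read after 20 min.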
# AmpC inh detg: inhibitors of E. coli AmpC beta-lactamase with detergent. Potency, µM (highest dose often 114 µM), without a hit: at the highest dose activity change, negative = inhibition, hits mostly inhibitors. 370,000 compounds, 0.041% hits. P00811. AmpC hydrolysis of nitrocefin, absorbance 480 nm, 0.01% Triton. AID 485294;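 also: potency is read from the fitted curve at half-maximal effect; 0% = no-compound wells and -100% = no-enzyme wells; nearly all actives have a fitted effect of over 25% in size; some results filed as inactive show a strong effect at the top dose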
#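 AmpC (5.3 nM in the dispensed reagent) in 20 mM phosphate pH 7.0 with 0.01% (detergent screen) or 0.0001% Triton X-100 was preincubated with compounds for 15 min at room temperature. Nitrocefin was then added from an 800 uM solution, and hydrolysis was followed at 480 nm.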
# CHX counter: affects cycloheximide protein synthesis inhibition readout, counter-screen; 300,000 compounds, 12% hits; AID 2314; cell reporter, cycloheximide protein synthesis inhibition counterscreen; max response, %; in the data active = max response mostly above about 13%, no sharp cut-off; inactive = mostly below about 14%; also: read at 38.3 µM for the half of the compounds with a filed dose; 0% is about no effect
# * hit, by the source's call; ? = inconclusive; / = not tested or not shown; & = joins results of further samples; [ ] = dose if it differs, or a comment. Unless noted, calls follow the shape of the dose curve; as a rule, active = well fitted curve in the direction sought with a large enough effect; inconclusive = small, poorly fitted or top-dose-only effect, or another doubt; inactive = no such curve, though single readings can be large; an effect the other way counts as inactive or inconclusive.
SMILES,HCMV antiviral,AMA1 RON2 block,AmpC inh no detg,Shiga toxin inh,FBPA Giardia inh,AmpC inh detg,CHX counter
Cc1ccc(OCCC(=O)Nc2ccccc2C(=O)NC2CC2)cc1,15,8%,0%,-13,/,?,-2
Nc1cc(N)nc(SCC(=O)Nc2ccccc2N2CCOCC2)n1,-20,10%,-8%,4,1%,-4%,-3
Cc1cccc(/C=N\NC(=O)c2ccccc2-n2cccc2)c1,-26,5%,-35%,37,-2%,-6%,21
CCC1c2ccc(C)n2CCN1C(=O)Nc1ccccc1C(=O)OC (stereo not drawn),4,24%,156%[activator],-6,13%,5%,7
CC(C)CN(CCCNC(=O)CN1C(=O)COc2ccc(S(=O)(=O)N3CCCC3)cc21)CC(C)C,-20,-6%,-6%,-7,7%,1%,5
CCOC(=O)CCCCC(=O)c1[nH]c(=O)[nH]c1CSc1nc(-c2ccccc2)c(C#N)c(=O)[nH]1,84,?,-22%,-10,11%,-18%,-4
O=S1(=O)CCO[C@H]2Cc3ccccc3[C@H]2N1Cc1cccc(F)c1,-11,21%,17%,-5,-4%,?,0
COc1ccc(NC(=O)C2CCC(C)(C(=O)O)C2(C)C)cc1 (stereo not drawn),8,7%,/,-10,-7%,-14%,-4
O=C(Nc1cccnc1Cl)c1cc([N+](=O)[O-])ccc1Cl,-75*,14%,-17%,21,-3%,8%,18
CCOC(=O)C1/C(=N\O)CC(C)(O)C(C(=O)OCC)C1c1ccc(OC)c(OC)c1 (stereo not drawn),15,1%,1%,11,2%,-2%,-2
COc1ccc(-c2nnc(SCC(=O)OC3CCCCC3)o2)cc1OC,6,-9%,68%[activator],-37,3%,-4%,2
COC(=O)c1cc2ccc(OC)cc2c2cc(OC)c(OC)cc12,-30,28%,216%[activator],/,/,/,/
CCCc1nnc(SCC(=O)Nc2ccc(OC)cc2)o1,44,17%,-10%,3,-5%,7%,-3
Cc1ccc(S(=O)(=O)N2CCN(C(=O)COC(=O)C3(C)CC3(Cl)Cl)CC2)c(C)c1 (stereo not drawn),-28,2%,47%,/,/,-10%,/
Cc1c(-n2c(-c3ccccc3Cl)n[nH]c2=S)c(=O)n(-c2ccccc2)n1C,65,29%,-23%,1,-23%,-7%,-1

# Ordered by SMILES length (lowest first): part of the list above
SMILES,HCMV antiviral,AMA1 RON2 block,AmpC inh no detg,Shiga toxin inh,FBPA Giardia inh,AmpC inh detg,CHX counter
O=C(Nc1cccnc1Cl)c1cc([N+](=O)[O-])ccc1Cl,-75*,14%,-17%,21,-3%,8%,18
Cc1c(-n2c(-c3ccccc3Cl)n[nH]c2=S)c(=O)n(-c2ccccc2)n1C,65,29%,-23%,1,-23%,-7%,-1
CCOC(=O)CCCCC(=O)c1[nH]c(=O)[nH]c1CSc1nc(-c2ccccc2)c(C#N)c(=O)[nH]1,84,?,-22%,-10,11%,-18%,-4

# Next entries.
SMILES,HCMV antiviral,AMA1 RON2 block,AmpC inh no detg,Shiga toxin inh,FBPA Giardia inh,AmpC inh detg,CHX counter
C1N2CN3CN1CN(C2)C3,51,0%,/,/,3%,/,/
CCCCCN(C(=O)CCC(=O)OCc1cccc(Br)c1)c1c(N)n(CCCC)c(=O)[nH]c1=O,11,-1%,2%,/,/,0%,/
Cc1ccccc1C(=O)N1CCC(C(=O)Nc2ccc3c(c2)OCCO3)CC1,1,-10%,7%,-5,0%,-10%,-2
CC(=O)Nc1cccc(NC(=O)CSc2nccn2Cc2ccc(F)cc2)c1,-18,1%,-3%,-6,-5%,-5%,0
COC(=O)NC(NS(=O)(=O)c1ccccc1)(C(=O)OC)C(F)(F)F (stereo not drawn),48,45%[activator],2%,-2,1%,3%,1
O=C(OCC(=O)N1CCOCC1)c1ccccc1SCC(=O)N1CCCC1,-17,1%,4%,-9,3%,-20%,-3
O=C(C1=C[C@H](c2ccc(C(F)(F)F)cc2)C[C@H](OCc2ccc(CO)cc2)O1)N1CCOCC1,4,-6%,143%,-23,7%,-3%,-3
CCOC(=O)c1sc(-c2ccccn2)nc1C,-9,37%[activator],-4%,112*,-6%,?,45*
COC(=O)c1cc(NS(=O)(=O)c2ccc(NC(C)=O)cc2)ccc1Cl,-19,-9%,-16%,-13,8%,-12%,1
CC(=O)c1c(N2CCCCC2)nc(=O)n(-c2ccccc2)c1C,-16,24%,-1%,-6,-2%,-8%,-2
O=c1c(Cc2ccc(F)cc2)c(O)ccn1Cc1ccco1,-32,3%,0%[2.29 µM],23,-12%,-5%,7
Cc1ccc(C(C)C)c(OCc2ccc(C(=O)N/N=C/c3ccc(O)cc3O)cc2)c1,-97*,42%[activator],-32%,15,-6%,-11%,10
CN1CCN(CCCNC(=O)c2ccc3c(Cl)c4c(nc3c2)CCCC4)CC1,?,-2%,142%[activator],-3,/,2%,-2
COc1ccc(CNc2ncnc3cc(OC)c(OC)cc23)cc1OC,?,4%,4%,-3,6%,7%,-3
CCOCCCNC(=O)c1ccccc1SCC,65,23%,-3%,-3,0%,6%,-1
O=C(Cn1cnc2ccccc2c1=O)N1CCN(c2ccccc2)CC1,12,-4%,-15%,-2,2%,-1%,-1
C/C(=N/NC(=O)c1cc(O)c(O)c(O)c1)c1ccc([N+](=O)[O-])cc1,-2,?,-26%,23,?,?,5
O=c1[nH]c(=O)n(C2CCCCC2)c(O)c1/C=C/C=Nc1ccccc1,29,5%,-34%,-3,4%,-13%,-2
COC(=O)c1ccc(NC(=O)Nc2ccc(F)cc2F)cc1,14,1%,-30%,143*,0%,0%,37*
COc1ccc2c(c1)-c1nc(NC(=O)c3ccco3)sc1CC2,93,-6%,1%,121*,-7%,-11%,49*
Cn1c(CN(O)S(=O)(=O)c2ccc(Cl)cc2)nnc1C(F)(F)F,79,12%,-5%,-10,-7%,1%,-5
O=C(C(c1ccccc1)N1CCOCC1)N1CCOCC1 (stereo not drawn),-12,-1%,/,-8,?,9%,3
COc1c(Br)cc(/C=N/n2c(-c3ccccc3)n[nH]c2=S)c(O)c1Br,-7,52%[activator],-36%,-2,10%,?,-1
CSCCC(NC(=O)COc1cccc2ccccc12)C(=O)O (stereo not drawn),-10,5%,-16%,-11,3%,-7%,8
COc1ccccc1/C=C/C(=O)OCC(=O)c1c[nH]c2ccccc12,52,-9%,-33%,/,/,1%,/
CCOc1ccccc1OCC(=O)Nc1nnc(COC)s1,-102*,18%,-32%,28,-1%,2%,3
COc1cccc(CNC(=O)CCCc2cn(C)c3ccccc23)c1,21,-2%,3%,1,16%,-12%,-4
CC(C)C(=O)N[C@H]1CCC2C3CC=C4C[C@@H](O)CC[C@]4(C)C3CC[C@@]21C (stereo partly drawn),-31,-1%,-9%,/,/,/,/
CC(C)(C)C(=O)Nc1ccccc1C(=O)Nc1cc(Cl)ccc1Cl,-9,23%,-8%,-2,0%,-5%,-2
Cc1cc(=O)n2nc(N3CCC(C(=O)NCc4cccnc4)CC3)sc2n1,-4,6%,-10%,-22,0%,?,8
Nc1nc2ccccc2n1C(=O)c1ccco1,126,93%[activator],-14%,90*,-5%,?,55*
COc1ccccc1N1CCN(C(=O)C2CCN(C(=O)c3ccc(C(C)(C)C)cc3)CC2)CC1,-2,-6%,233%[activator],-5,-4%,-2%,-4
NC(=O)NC(=O)COC(=O)c1cccc(S(=O)(=O)N2CCCCCC2)c1,13,-2%,-12%,-4,-2%,0%,-3
CN(CC(=O)NCC1CCCCC1)S(=O)(=O)c1ccc(F)cc1,-63*,3%,-3%,0,-5%,-8%,-1
CCOC(=O)c1c(NC(=O)CCc2ccc(CC)o2)sc(C)c1C,52,14%,-19%,-11,-2%,2%,2
Cc1nc2cc(-c3ccccc3)nn2c(N)c1-c1ccccc1,?,-8%,-14%,/,/,1%,/
O=C1CSC(c2ccc(F)cc2)N1c1ccccc1F (stereo not drawn),-30,-13%,-4%,15,-9%,1%,4
CCN(CC)CCNC(=S)N1CCn2c(nc3ccccc32)C1,-20,11%,1%,-8,6%,?,0
CCC(C)n1c(SCC(=O)NCCc2ccc(S(N)(=O)=O)cc2)nc2ccsc2c1=O (stereo not drawn),-37,2%,-12%,-8,1%,?,5
Cc1nn(C(=O)Cn2cc([N+](=O)[O-])cn2)c(C)c1Cl,-16,4%,-23%,-3,3%,-6%,-4
O=C(CCCOc1ccccc1)N1CCN(S(=O)(=O)c2ccccc2)CC1,6,-1%,-18%,/,/,8%,/
OCCNc1ncnc2c1c(-c1ccccc1)c(-c1ccccc1)n2Cc1ccco1,-63*,-14%,137%[activator],-4,15%,-3%,-3
Cc1cccc(N(C)C(=O)C2CCCN2S(=O)(=O)c2cccc3nsnc23)c1 (stereo not drawn),-8,-3%,44%,-5,3%,1%,-1
O=C(CN1C(=O)/C(=C/c2ccc(F)cc2)SC1=S)NC1C=CS(=O)(=O)C1 (stereo not drawn),0,9%,-17%,-4,-4%,-1%,8
COc1ccccc1N1CCN(CCCCN2C(=O)C3CCCCN3C2=O)CC1 (stereo not drawn),/,-3%,-29%,/,-17%,-17%,-1

# Brought forward from above: two compounds; new compounds follow.
SMILES,HCMV antiviral,AMA1 RON2 block,AmpC inh no detg,Shiga toxin inh,FBPA Giardia inh,AmpC inh detg,CHX counter
O=C(CN1C(=O)/C(=C/c2ccc(F)cc2)SC1=S)NC1C=CS(=O)(=O)C1 (stereo not drawn),0,9%,-17%,-4,-4%,-1%,8
COc1ccccc1N1CCN(CCCCN2C(=O)C3CCCCN3C2=O)CC1 (stereo not drawn),/,-3%,-29%,/,-17%,-17%,-1
CCOc1ccc(N/C(=N/c2nc(C)cc(C)n2)NC(=O)CC)cc1,-9,-4%,1%,26,3%,-7%,-3
CCCCN(C)CCNC(=O)c1nn(-c2ccc(OC)cc2)c(=O)c2c1c1ccccc1n2C,?,-4%,-8%,-8,3%,2%&5%,-5
O=S(=O)(c1ccccc1)N1CCN(C(=S)Nc2ccccc2Cl)CC1,37,-14%,23%,-8,-9%,?,6
CSc1nsc(SCC(=O)Nc2nc3ccc(C)cc3s2)n1,41,8%,-34%,34,-2%,2%,20*
CSc1nnc(-c2cccs2)n1C,13,0%,0%,-6,5%,-6%,0
COc1ccc(CCN2C(=O)CSC2=S)cc1OC,-101*,-8%,56%,-6,7%,-1%,-3
N#CCCN(C(=O)COC(=O)CCc1c[nH]c2ccccc12)c1ccccc1,3,0%,20%,/,/,-23%,/
O=C1NC(=O)/C(=C/c2cccc3ccccc23)S1,34,12%,-24%,16,-26%,2%,17*
Cc1cccnc1Nc1ncnc(N)c1[N+](=O)[O-],-20,-3%,1%,-13,-1%,?,3
Cc1cccc(N2CCN(C(=O)c3ccc4c(c3)OCCO4)CC2)c1C,?,-19%,16%,14,0%,-10%,10
O=C(NN=C1CCCCC1)c1ccccc1-n1cccc1,33,34%[activator],-22%,-2,-4%,-2%,-3
CCCCCCOc1ccc(NC(=O)CC2C(=O)N(CC)C(=S)N2Cc2ccco2)cc1 (stereo not drawn),-90*,-23%,-41%,7,-6%,-8%,-3
Cc1cnc(NC(=O)Nc2ccc(Cl)cc2)s1,-104*,2%,-40%,153*,2%,3%,57*

# From PubChem
